Assay outcomes: PubChem BioAssay, several laboratories
DYRK1A inh: rat Dyrk1A kinase inhibitors, primary screen, biochemical, single point, plate reader | Dual specificity tyrosine-phosphorylation-regulated kinase 1A (Rattus norvegicus), Q63470 | ADP-Glo luminescence, NFATc1 peptide | inhibition, % at 12.5 µM | 0.43% of 310,000 active; in the data active means inhibition above about 50%;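 further: plate controls were vehicle with enzyme for no effect and no enzyme for full effect; many of its hits are not listed in these tables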
TRPC4 PAM: positive allosteric modulators of TRPC4, primary screen, cell-based, mouse TRPC4beta, HEK293 mu-opioid, Fluo-4 calcium. 0.42% of 310,000 active. Short transient receptor potential channel 4 (Mus musculus), Q9QUQ5. B-score at 10 µM. AID 2227, 2009. DAMGO EC20, Fluo-4 Ca2+ flux; stronger effect = higher value;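 active means B-score of calcium response area above 5 SD of library B-scores, with initial fluorescence ratio within 5 SD of library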;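 further: B-score of integrated fluorescence ratio over time as area under calcium response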
PolyA inhibitor: polyadenylation inhibitors in yeast reporter cells, primary screen, luminescence, S. cerevisiae; S. cerevisiae SKY197-pL101 polyadenylation reporter, beta-gal luminescence; efflux-impaired pdr1/pdr3 knockout yeast; score 100 = 6 SD above DMSO; calls only at 12 µM; 0.02% of 300,000 active;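 active means lowest replicate activity score at least 50, where 100 means six control SD above control mean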;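 further: yeast exposed to compound for 9 h at 30 °C; higher score means more reporter readthrough which indicates perturbed polyadenylation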
TRPC4 agonist: activators of mouse TRPC4 channel, primary screen, Fluo4 calcium, HEK293 TRPC4beta/mu-opioid cells | Short transient receptor potential channel 4 (Mus musculus), Q9QUQ5 | Fluo4 calcium fluorescence; stronger effect = higher value | B-score at 10 µM | 0.49% of 310,000 active;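 active means B-score above 5 SD of library B-scores, and initial fluorescence ratio not above library mean plus 5 SD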;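 further: positive B-score marks a calcium rise read as TRPC4 activation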
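Assay system – TRPC4beta and mu-opioid receptor HEK293 stable cells · Measured by – Fluo4 fluorescence, kinetic · Schedule – dye loading 45 min room temperature, 110 s kinetic read · Read-out – B-scored integrated calcium fluorescence ratio · Controls – buffer and maximal DAMGO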
KCNK9 inh: KCNK9 potassium channel inhibitors, primary screen, HEK293 cells, thallium flux. B-score at 10 µM. AID 488922, 2010. Potassium channel subfamily K member 9 (Homo sapiens), Q9NPC2. 1.2% of 310,000 active. FluxOR thallium flux fluorescence; stronger effect = lower value;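 active means ratio B-score over 3 SD below the library mean, with starting fluorescence within 5 SD of its mean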;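 further: negative B-score means less thallium flux so channel inhibition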
Target sequence (Q9NPC2 whole entry, looked up): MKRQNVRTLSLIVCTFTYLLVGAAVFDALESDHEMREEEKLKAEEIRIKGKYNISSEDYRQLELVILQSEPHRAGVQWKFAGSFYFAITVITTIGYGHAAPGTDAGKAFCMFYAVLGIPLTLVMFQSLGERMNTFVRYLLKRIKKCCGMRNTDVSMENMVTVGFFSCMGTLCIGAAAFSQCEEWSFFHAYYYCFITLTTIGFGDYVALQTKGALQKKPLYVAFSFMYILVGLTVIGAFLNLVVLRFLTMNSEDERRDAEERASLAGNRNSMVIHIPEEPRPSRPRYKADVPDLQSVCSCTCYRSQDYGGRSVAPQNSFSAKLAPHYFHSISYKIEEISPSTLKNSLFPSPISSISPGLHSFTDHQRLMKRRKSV
KCNQ1 pot: potentiators or activators of KCNQ1 channel, primary screen, cell-based, thallium flux, high-throughput | B-score at 10 µM | CHO-K1 KCNQ1, thallium flux FluxOR fluorescence; stronger effect = higher value | Potassium voltage-gated channel subfamily KQT member 1 (Homo sapiens), P51787 | AID 2648, 2010 | 0.35% of 310,000 active;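 active means fluorescence ratio B-score, a plate-corrected score, at least three library SD, with initial intensity B-score within 5 SD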
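assay system = CHO-K1 cells stably expressing KCNQ1 | medium = assay buffer, equal DMSO in all wells | timing = 37 °C overnight plating, 90-min dark dye load, 20-min compound pretreatment | measured by = kinetic FluxOR thallium fluorescence, 10-s 1-Hz baseline, 110-s post-stimulus read | measure = fluorescence change relative to baseline, converted to B score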
hERG protect: hERG rescue from dofetilide block, primary screen, cell-based, CHO-hERG, FluxOR thallium flux, dofetilide IC70 | Voltage-gated inwardly rectifying potassium channel KCNH2 (Homo sapiens), Q12809 | dofetilide IC70 present | activation (rescue from dofetilide block), less the hit threshold, % at 10 µM | 0.51% of 310,000 active;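 active means activation above the mean of controls blocked by dofetilide plus 5 SD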;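 further: thallium influx through hERG after potassium depolarization seen as dye fluorescence rise; in these data hits start at about 4.7%; inactives centre near -7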
Platelet DG rel: inhibitors of platelet dense granule secretion, primary screen, cell-based, MLPCN, human platelets; human platelet-rich plasma, SFLLRN dense granule ATP release, luminescence; 0.22% of 300,000 active; inhibition, %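 (compounds screened at 7.5 µM in platelet-rich plasma)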;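 active means mean replicate score, as percent of positive control, at or above 50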
TRPC4 inh: inhibitors of mouse TRPC4 channel, primary screen, Fluo4 calcium, HEK293 TRPC4beta/mu-opioid cells; DAMGO-evoked Fluo4 calcium flux; stronger effect = lower value; B-score at 10 µM; 0.39% of 300,000 active; AID 2247, 2010;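 active means B-score over 3 SD under the library average, no early fluorescence shift, positive overall ratio signal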
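System: stable TRPC4beta/mu-opioid receptor HEK293 cells; Dosing: single-point compound dosing; Measured by: Fluo4 Ca2+ flux fluorescence; Read-out basis: per-well B score of integrated baseline-normalized Fluo4 ratio.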
KCNK3 block: human KCNK3 channel inhibitors, primary screen, CHO cells, FluxOR thallium flux, B-score. AID 602410, 2012. Potassium channel subfamily K member 3 (Homo sapiens), O14649. FluxOR fluorescence; stronger effect = lower value. B-score at 10 µM. 0.84% of 340,000 active;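 active means B-score under library mean minus 4 SD, starting fluorescence ratio at most library mean plus 5 SD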;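 further: more negative B-score means stronger inhibition of thallium flux through KCNK3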
Target sequence (O14649 whole entry, looked up): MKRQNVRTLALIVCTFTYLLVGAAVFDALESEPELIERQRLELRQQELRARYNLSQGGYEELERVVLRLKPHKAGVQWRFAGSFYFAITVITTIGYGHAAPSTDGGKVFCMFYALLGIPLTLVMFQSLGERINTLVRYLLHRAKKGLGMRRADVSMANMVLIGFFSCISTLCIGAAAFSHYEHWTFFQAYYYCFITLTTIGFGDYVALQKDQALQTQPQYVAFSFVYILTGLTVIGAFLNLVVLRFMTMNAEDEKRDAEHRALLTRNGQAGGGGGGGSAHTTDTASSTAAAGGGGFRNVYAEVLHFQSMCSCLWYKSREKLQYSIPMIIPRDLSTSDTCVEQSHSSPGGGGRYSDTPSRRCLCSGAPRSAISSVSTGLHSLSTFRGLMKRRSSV
KCNQ1 inh: inhibitors of human KCNQ1 channel, primary screen, cell-based, thallium flux, high-throughput; B-score at 10 µM; Potassium voltage-gated channel subfamily KQT member 1 (Homo sapiens), P51787; CHO-K1 KCNQ1, FluxOR thallium flux fluorescence; stronger effect = higher value; 1.3% of 310,000 active;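 active means compounds whose thallium flux B-score, printed positive for inhibition, exceeds three library SD while starting fluorescence stays within three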;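 further: channel opened by potassium depolarization with thallium stimulus after 20 min compound exposure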
* = called active by the depositor; i = inactive; / = no result given. The list is partial; rates above refer to the full screens.

| molecule | TRPC4 inh | TRPC4 agonist | KCNK9 inh | TRPC4 PAM | DYRK1A inh | KCNQ1 pot | Platelet DG rel | hERG protect | KCNQ1 inh | PolyA inhibitor | KCNK3 block |
| --- | --- | --- | --- | --- | --- | --- | --- | --- | --- | --- | --- |
| CCOC(=O)c1c(C)n(C(=O)c2ccco2)c(=O)n1C(=O)c1ccco1 | i | i | i | i | -2.5 | i | 6.6 | -5.1 | i | i | i |
| CNc1ccccc1C(C)(C)c1cc(-c2ccco2)n[nH]1 | i | i | i | i | / | i | -4.2 | -4.4 | i | i | i |
| Cc1ccc(C(=O)Nc2ccc(F)cc2)cc1NC1=NC2CS(=O)(=O)CC2S1 (stereo not given) | i | i | i | i | -1.9 | i | -0.1 | -6.5 | i | i | i |
| O=C(CN1C(=O)CSc2ncccc21)N1CCOCC1 | i | i | i | i | -12.5 | i | 3.0 | -2.0 | i | i | i |
| COc1cc(CNn2c(C)n[nH]c2=S)cc(Cl)c1OCC(=O)NC(C)(C)C | i | i | i | i | 4.3 | i | 1.8 | 1.4 | i | i | i |
| CCN1C(=O)CC(C(=O)O)SC1=Nc1ccc(OC)cc1 (stereo not given) | i | i | i | i | -11.1 | i | -1.0 | -2.2 | i | i | i |
| CCNc1nc(NCC)nc(N(C#N)C(C)C)n1 | i | i | i | i | 6.8 | i | 3.3 | -10.2 | i | i | i |
| CCOC(=O)/C(=N\Nc1cc(Cl)ccc1Cl)N1CCOCC1 | i | i | i | i | 20.8 | i | 15.2 | -1.9 | i | i | i |
| Cc1ccc(NC(=O)/C=C\C(=O)NCC(=O)O)cc1C | i | i | i | i | -0.5 | i | -9.4 | -4.9 | i | i | i |
| Cc1ccc(CCNC(=O)CN(C)S(=O)(=O)c2ccc3c(c2)c(=O)n(C)c(=O)n3C)cc1 | i | i | i | i | 2.9 | i | 0.7 | -14.9 | i | i | i |
| CCc1cccc(C)c1NC(=O)CN(C)Cc1cccc(F)c1 | i | i | i | i | 0.5 | i | -22.9 | -10.8 | i | i | i |
| Cc1ccn2c(=O)c(NC(=O)COc3ccccc3)c(C)nc2c1 | i | i | i | i | 3.9 | i | 1.8 | -11.0 | i | i | i |
| Cc1ccc(C(=O)Nc2ncc(Cc3ccc(SC(F)F)cc3)s2)cc1 | i | i | i | i | 3.3 | i | 7.2 | -3.8 | i | i | i |
| CCn1c(SCC(=O)NCc2ccc(F)cc2)nc2c(c1=O)SC(C)C2 (stereo not given) | i | i | i | i | 7.2 | i | -17.7 | -12.7 | i | i | i |
| O=C(CSc1nc(=O)n2ccccc2n1)NCc1ccccc1Cl | i | i | i | i | 0.4 | i | 4.8 | -13.4 | i | i | i |
| COc1ccccc1C(=O)N1CCN(c2nc3cc(C)c(C)cc3cc2C#N)CC1 | i | i | i | i | -0.1 | i | 3.1 | -3.4 | i | i | i |
| CC1CCN(C(=O)CN2C(=O)C(=O)c3ccccc32)CC1 | i | i | i | i | -1.3 | i | -7.6 | -15.0 | i | i | i |
| O=C(C1=C[C@@H](c2ccc3c(c2)OCO3)C[C@@H](OCc2ccc(CO)cc2)O1)N1CCOCC1 | i | i | i | i | -2.6 | i | 5.4 | -5.4 | i | i | i |
| CC(C)C(c1nnnn1Cc1cccs1)N1CCN(C2CCCC2)CC1 (stereo not given) | i | i | i | i | -0.3 | i | 3.3 | -8.3 | i | i | i |
| O=C(NCCN1CCOCC1)C(=O)c1c[nH]c2ccccc12 | i | i | i | i | 6.4 | i | -6.4 | -1.5 | i | i | i |
| Cc1ccccc1C(=O)NC(C(N)=O)P(=O)(OC(C)C)OC(C)C (stereo not given) | i | i | i | i | -0.3 | i | -2.9 | -8.5 | i | i | i |
| Cc1ccc(Nc2nc(Cl)nc(NC(C)(C)C)n2)cc1 | i | i | i | i | 1.9 | i | -11.1 | -7.1 | i | i | i |
| O=C1OCCC1Sc1nnc(-c2ccc(Cl)cc2Cl)o1 (stereo not given) | i | i | i | i | 7.4 | i | -2.6 | -8.2 | i | i | i |
| COc1ccc(CNC2CCCc3ccccc32)c(OC)c1 (stereo not given) | i | i | i | i | / | i | -1.7 | -10.2 | i | i | i |
| Cc1cc(C)n(C2=NS(=O)(=O)c3ccccc32)n1 | i | i | i | i | -2.6 | i | -2.8 | -9.9 | i | i | i |
| COc1ccc(CCNC(=O)CCc2nc3sc4c(c3c(=O)[nH]2)CCCC4)cc1 | i | i | i | i | -2.5 | i | -7.2 | -12.5 | i | i | i |
| CCOC(=O)N1CCc2c(sc(NC(=O)CN3CCOCC3)c2C(=O)Nc2ccccc2)C1 | i | i | i | i | 15.6 | i | -4.3 | -23.7 | i | i | i |
| COc1cccc(NC(=O)Cn2cc(C(=O)C3CC3)c3ccccc32)c1 | i | i | i | i | 2.5 | i | 20.5 | -6.7 | i | i | i |
| O=C(NC(c1ccccc1)c1ccccc1)N1CCOCC1 | i | i | i | i | -4.0 | i | 1.1 | -8.8 | i | i | i |
| O=C(NC1CCCCC1)N1CCN(c2nc(-c3ccccc3)cs2)CC1 | i | i | i | i | 3.5 | i | 16.8 | -12.2 | i | i | i |
| O=C(NC(=S)Nc1cc(C(F)(F)F)ccc1N1CCOCC1)c1ccco1 | i | i | i | i | -3.8 | i | -9.5 | 5.7* | i | i | i |
| Cc1ccc(=O)n(C(C(=O)NCc2ccco2)C(=O)c2ccc(F)cc2)c1 (stereo not given) | i | i | i | i | 1.1 | i | 0.8 | -12.0 | i | i | i |
| CNC(C)c1cc(OC)ccc1OC (stereo not given) | i | i | i | i | / | i | -5.1 | -6.2 | i | i | i |
| O=c1c2ccccc2nc(SCc2ccc([N+](=O)[O-])cc2)n1-c1ccccc1 | i | i | -7.71* | i | -0.3 | i | -2.3 | -13.1 | i | i | i |
| COc1cc(NC(=O)COC(=O)c2ccc(S(=O)(=O)N3CC(C)CC(C)C3)cc2)c(C)cc1[N+](=O)[O-] (stereo not given) | i | i | i | i | 4.3 | i | -4.8 | -7.5 | i | i | i |
| Cc1cc(C(=O)O)cc(S(=O)(=O)N2CCOCC2)c1C | i | i | i | i | 8.8 | i | -0.7 | -6.9 | i | i | i |
| CCCCN1CN(S(=O)(=O)c2ccc(OC)cc2)c2nc3ccccc3nc21 | i | i | i | i | 4.3 | i | -1.2 | -9.0 | i | i | -8.89* |
| NNC(=O)CN(CCc1ccccc1)S(=O)(=O)c1ccc(Cl)cc1 | i | i | i | i | 0.6 | i | -0.3 | -2.9 | i | i | i |
| O=C(Nc1ccccc1[N+](=O)[O-])c1cc2ccccc2nc1Cl | i | i | i | i | -4.5 | i | 11.2 | -5.2 | i | i | i |
| CC(=O)Nc1cc(C(=O)N2CCCC2)ccc1S(=O)(=O)c1ccc(Cl)cc1 | i | i | i | i | -2.9 | i | 1.2 | -4.3 | i | i | i |
| O=C(NCc1ccco1)/C(=C\c1ccc(F)cc1)NC(=O)c1ccco1 | i | i | i | i | -3.7 | i | -24.7 | -9.7 | i | i | i |
| COc1ccc(S(=O)(=O)NC(C)C(=O)N2CCCCCC2)cc1 (stereo not given) | i | i | i | i | -4.8 | i | -0.2 | -2.0 | i | i | i |
| O=C(NCCSc1c[nH]c2ccccc12)C1CC1 | i | i | i | i | -2.1 | i | 13.0 | -3.5 | i | i | i |
| COc1ccccc1N1CCN(C(=O)c2cc3n(n2)C(C(F)(F)F)CC(c2ccco2)N3)CC1 (stereo not given) | i | i | i | i | -48.4 | i | -0.5 | -15.9 | i | i | i |
| CC(=O)Nc1nc(SCc2ccc(Cl)cc2Cl)n[nH]1 | i | i | i | i | 0.3 | i | -4.6 | -4.0 | i | i | i |
| CCOc1ccc(/C=C2\N=C(c3cccs3)OC2=O)cc1OC | i | i | i | i | / | i | 34.7 | -8.7 | i | i | / |
| O=C(CSc1nnc(-c2ccncc2)o1)Oc1ccccc1 | i | i | i | i | -4.7 | i | -5.1 | -19.5 | i | i | i |
| CCc1cc(=O)oc2c(C)c(OCC(=O)N3CC[C@@]4(O)CCCC[C@H]4C3)ccc12 | i | i | i | i | -0.9 | i | 5.4 | -6.5 | i | i | i |
| Cc1cc(NC(=O)Cc2csc(-c3ccccc3)n2)ccc1Br | i | i | i | i | 8.5 | i | 12.8 | -8.0 | i | i | i |
| O=S(=O)(Nc1ccc(OC(F)(F)F)cc1)c1cccc2nonc12 | i | i | i | i | -13.6 | i | 3.3 | -3.3 | i | i | i |
| COc1ccc(C(=O)NCCCN2CCCC2=O)cc1 | i | i | i | i | 13.6 | i | 0.0 | -9.4 | i | i | i |
| CC(C)(C)N1CC2(c3ccccc3)CN(C(C)(C)C)CC(c3ccccc3)(C1)C2=O | i | i | i | i | -3.5 | i | 1.6 | -3.2 | i | i | i |
| O=C(c1cccc(COc2cccc3ccccc23)c1)N1CCCC1 | i | i | i | i | 2.4 | i | -1.7 | -5.8 | i | i | i |
| Oc1cccc(/C=N/Nc2cc(N3CCCC3)nc(N3CCCC3)n2)c1 | i | i | i | i | 1.7 | i | 5.6 | -6.1 | i | i | i |
| O=C(O)/C=C/C(=O)Nc1c(F)cccc1F | i | i | i | i | / | i | -0.8 | -4.9 | i | i | i |
| N=c1n(CC(=O)O)c2ccccc2n1Cc1ccccc1Cl | i | i | i | i | -10.5 | i | 2.8 | 1.8 | i | i | i |
| C=CCN(c1ccccc1)S(=O)(=O)c1ccc2c(c1)oc(=O)n2C | i | i | i | i | -1.3 | i | 0.5 | -6.5 | i | i | i |
| CCOC(=O)C1(Cc2ccccc2)CCN(Cc2ccc(C3CCCCO3)s2)CC1 (stereo not given) | i | i | i | i | -2.6 | i | -3.0 | -14.4 | i | i | i |
